HT1080NT lethal: kills 2HG-producing HT-1080-NT fibrosarcoma cells; HT-1080-NT fibrosarcoma viability, CellTiter-Glo ATP luminescence, 48 h; Potency, µM (titrated, usually from 46.1 µM), for inactives: at the top dose activity, negative = less viability, hits mostly cytotoxic; AID 686970; actives 1.6% (n = 360,000);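 note: NT is the 2HG producing partner of a matched IDH1 knockdown line; potency is the fitted concentration of half-maximal effect; 0% = DMSO-treated cells and -100% = media-only wells without cells; nearly all actives have a fitted effect of over 55% in size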
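Compounds were tested in concentration-response format on HT-1080-NT cells for 48 hours at 37 degrees C. Cell viability came from CellTiter-Glo luminescence; curves were classified by r2, response magnitude and activity.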
WRN helicase inh: WRN helicase (human) inhibition; Q14191; WRN helicase unwinding, fluorescent forked duplex, kinetic; Potency, µM (highest dose often 114 µM), for the others: at the top dose activity change, negative = inhibition, hits mostly inhibitors; actives 0.46% (n = 360,000); note: potency is the fitted concentration of half-maximal effect; % is set by controls: 0 for no effect and ±100 for the full control effect; nearly all actives have a fitted effect of over 55% in size
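Screening of the MLSMR collection measured strand separation of a quenched forked DNA duplex (100 nM) by 20 nM WRN with 2 mM ATP, all final. Compounds were preincubated with enzyme 15 min at room temperature.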
HT1080 IDH1KD tx: kills HT-1080 cells with IDH1 knockdown; Potency, µM (titrated, usually from 46.1 µM), for inactives: at the top dose activity, negative = toxicity, most hits filed as cytotoxic; HT-1080 IDH1 knockdown viability, ATP luminescence, 48 h; AID 686971; actives 2% (n = 360,000);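 note: potency is the fitted concentration of half-maximal effect; 0% = DMSO wells and -100% = cell-free medium wells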
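HT-1080-IDH1KD cells (IDH1 knocked down), 750/well in RPMI with 5% FBS, treated with compound 48 h at 37 degrees C. Viability by CellTiter-Glo luminescence, normalised to DMSO and no-cell wells; concentration-response curves classed.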
SW480 rereplic: induces DNA re-replication in SW480 colon adenocarcinoma cells. SW480 DNA re-replication, Hoechst DNA content imaging, 48 h. Potency, µM (titrated, usually from 46.1 µM), for inactives: top-dose re-replication activation, most hits filed as activators. actives 1.8% (n = 340,000). AID 624297; note: potency is the fitted concentration of half-maximal effect; % of control where 0% means no effect; nearly all actives have a fitted effect of over 55% in size
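250 cells/well; 23 nL cpd via pin tool; 48 hr, 37 C, 5% CO2; Hoechst 40 min; imager read of total nuclear intensity, ex 405/em 500-530 nm.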
ATXN2 expr inh: inhibitors of ATXN2 expression | AID 1745845 | Potency, µM (highest dose often 57 µM), for the others: top-dose activity change, negative = inhibition, usual class: inhibitors | HEK-293 ATXN2-luciferase reporter, luminescence, 24 h | actives 0.72% (n = 360,000); note: potency is the fitted concentration of half-maximal effect; % is set by controls: 0 for no effect and ±100 for the full control effect; nearly all actives have a fitted effect of over 55% in size
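ATXN2-luciferase reporter cells (luciferase flanked by upstream and downstream ATXN2 gene portions) were treated 24 h at 37 °C with compounds at up to 57 uM. SteadyGlo luminescence gave expression; GF-AFC fluorescence gave viability.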
MCF10A rerep: inducers of DNA re-replication in MCF 10A breast cells | MCF 10A DNA re-replication, Hoechst nuclear intensity, 48 h | Potency, µM (titrated, usually from 46.1 µM), inactives show at the highest dose activity, positive = re-replication, usual class: activators | actives 2.9% (n = 350,000) | AID 624296; note: potency is the fitted concentration of half-maximal effect; % of control where 0% means no effect; nearly all actives have a fitted effect of over 50% in size
KB-3-1 tox: KB-3-1 parental cell cytotoxicity; KB-3-1 viability, CellTiter-Glo ATP luminescence, 72 h; Potency, µM (highest dose often 46.1 µM), inactives show at the top dose activity change, negative = cytotoxic, most hits filed as cytotoxic; actives 1.4% (n = 400,000); AID 1347075; note: potency is the fitted concentration of half-maximal effect; % is set by controls: 0 for no effect and ±100 for the full control effect; nearly all actives have a fitted effect of over 60% in size
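Parental KB-3-1 viability, qHTS format: 72 h compound exposure, 37 °C; CellTiter-Glo; media-only wells and DMSO plates as controls; concentration-effect fits on corrected data.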
IL-1B inflam inh: inhibitors of inflammasome signaling (IL-1 beta secretion). activity change, % at 57.5 µM. AID 743279. actives 4.7% (n = 360,000). THP-1 LPS/ATP IL-1B secretion, AlphaLISA, 16 h; hits give low values; in the data active = activity change below about -50%; inconclusive = mostly about -30% to -49%; note: % is set by controls: 0 for no effect and ±100 for the full control effect
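Secreted IL-1B measured by AlphaLISA bead assay after 16 h compound exposure of THP-1 cells; compounds (final up to 57.5 uM) added 1 h before LPS (250 ng/mL) and ATP (1.25 mM) stimulation; lower signal means less secretion.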
KB-V1 MDR tox: KB-V1 MDR subline cytotoxicity | actives 3.4% (n = 400,000) | Potency, µM (top dose mostly 46.1 µM), for inactives: at the top dose activity change, negative = cytotoxicity, actives largely listed as cytotoxic | AID 1347076 | KB-V1 MDR cells viability, CellTiter-Glo, 72 h; note: potency is the fitted concentration of half-maximal effect; % is set by controls: 0 for no effect and ±100 for the full control effect; nearly all actives have a fitted effect of over 60% in size
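Readout: CellTiter-Glo luminescence, 10 min after addition. Cells: KB-V1 MDR subline, 72 h at 37 degrees C with compound. Analysis: corrected, normalized data fitted to concentration-effect curves.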
* hit, by the source's call; ? = inconclusive; · = no result given; [ ] = dose if it differs, or a comment. Unless noted, calls come from the whole dose curve; as a rule, active = well fitted curve in the direction sought with a large enough effect; inconclusive = small, poorly fitted or top-dose-only effect, or another doubt; inactive = no such curve, though single readings can be large; an effect the other way counts as inactive or inconclusive.

SMILES	HT1080NT lethal	WRN helicase inh	HT1080 IDH1KD tx	SW480 rereplic	ATXN2 expr inh	MCF10A rerep	KB-3-1 tox	IL-1B inflam inh	KB-V1 MDR tox
CCS(=O)(=O)n1nc(-c2ccc(Cl)cc2)nc1SCc1ccccc1	-21%	-31%	-21%	0%	0%	?	-17%	?	0%
C=CCNC1=C(Cl)C(=O)N(Cc2ccccc2)C1=O	-2%	0%	-9%	-22%	1%	-37%[inhibitor]	11%	?	22%
CCOC(=O)c1c(NC(=O)COC(=O)C2CCC2)sc(C(=O)N(C)C)c1C	1%	-2%	2%	2%	9%	1%	3%	-4	8%
CC(C)OCCCn1c(SCC(=O)Nc2ccccc2C(F)(F)F)nc2nccnc2c1=O	20%	1%	8%	-16%	6%	0%	26%	5	-1%
S=C1NC[C@H](Cc2cccc3ccccc23)N1CC1CCCCC1	-9%	2%	-10%	-9%	-17%	?	-5%	18	1%
CC1CCN(C(=O)C(C)OC(=O)CSc2ccc([N+](=O)[O-])cc2)CC1 (configuration not stated)	-4%	0%	0%	-11%	1%	-1%	-2%	-7	-6%
Cn1nc(CC(=O)NCCN2C(=O)CSC2=O)c2ccccc2c1=O	5%	7%	5%	-6%	7%	8%	0%	-7	-2%
O=S(=O)(c1ccccc1)N1CCC2(CC1)OCCN2S(=O)(=O)c1cccs1	-2%	-8%	-7%	10%	5%	29%	6%	13	?
O=C(C1=NN[C@@H]2C(=O)N(c3ccccc3C(F)(F)F)C(=O)[C@H]12)C(c1ccccc1)c1ccccc1	13%	-28%	24%	1%	0%	-3%	-13%	7	24%
COC(=O)C(Cc1c[nH]c2ccccc12)NC(=O)CCNC(=O)c1ccco1 (configuration not stated)	-2%	27%	2%	·	·	·	2%	19	28%
COc1ccc(OC)c(NC(=O)c2nc(S(=O)(=O)Cc3ccccc3)ncc2Cl)c1	4.6µM*	-4%	3.7µM*	?	-25%	1.6µM*	4.1µM*	-102*	?
COc1ccc(-c2cnnc(N/N=C/c3ccc(O)cc3)n2)cc1	-15%	-2%[57.1 µM]	-13%	10%	0%	3%	-26%	?	-3%
O=C(CCN1CCN(S(=O)(=O)c2ccc(Cl)cc2)CC1)Nc1ccccc1F	0%	-2%	16%	1%	-10%	-11%	-6%	4	?
CC(C)(C)[C@@H]1C=C(C(=O)NCc2ccccc2)O[C@H](OCc2ccc(CO)cc2)C1	6%	-3%	-1%	2%[9.22 µM]	-9%	?	-3%	-12	-2%
CCn1nc(C)cc1C(=O)N1CCCC(C(=O)c2ccccc2SC)C1 (configuration not stated)	-20%	0%	-1%	5%	-16%	0%	-5%	1	-7%
O=C(CCCCCn1c(=S)[nH]c2cc3c(cc2c1=O)OCO3)N1CCN(c2ccc(F)cc2)CC1	2%	-5%	-7%	3%	?	7%	-10%	50	-7%
COc1ccc(C)cc1S(=O)(=O)N1CCC(C(=O)NCCC2=CCCCC2)CC1	25%	7%	-15%	-1%	-4%	15%	0%	24	-17%
O=C1NC[C@@H](CCCCN2C[C@H](Cc3ccccc3)N(CC3CCCCC3)C(=O)C2=O)N(Cc2ccccc2)C1=O	1%	8%	-2%	·	3%	·	17%	36	?
O=C(CNCC1CCCO1)N1CCN(S(=O)(=O)c2ccc3ccccc3c2)CC1 (configuration not stated)	3%	0%	7%	3%	1%	20%	-1%	-20	-2%
COc1ccc(OC)c(NC(=O)Cn2c(-c3ccc(Cl)cc3)noc2=O)c1	-8%	-7%	-7%	-3%	-4%	-5%	-9%	6	-2%
CCN(Cc1ccc(OC)c(COC)c1)CC1CCCN(CCc2cccc(OC)c2)C1 (configuration not stated)	-28%	4%	-28%	9%	·	15%	-4%	-18	-22%
O=C(NNC(=O)c1cccs1)c1ccc([N+](=O)[O-])cc1	1%	-6%	-6%	13%	-38%[11.3 µM]	-9%	-1%	-6	-8%
FC(F)(F)c1ccccc1Cc1c(-c2ccc(Cl)cc2)nc2c3ccccc3ccn12	11%	-2%	4%	·	11%	·	-3%	20	29%
O=S(=O)(c1ccc(F)cc1)N1CCC(N2CCCC2)CC1	-3%	5%	1%	3%	6%	2%	-2%	-18	-11%
O=C(O)c1ccc(-c2ccccc2Cl)o1	-10%	5%	-6%	-3%	-20%	2%	-2%	-6	1%

Taken from the entries so far (2 entries):
SMILES	HT1080NT lethal	WRN helicase inh	HT1080 IDH1KD tx	SW480 rereplic	ATXN2 expr inh	MCF10A rerep	KB-3-1 tox	IL-1B inflam inh	KB-V1 MDR tox
CCS(=O)(=O)n1nc(-c2ccc(Cl)cc2)nc1SCc1ccccc1	-21%	-31%	-21%	0%	0%	?	-17%	?	0%
C=CCNC1=C(Cl)C(=O)N(Cc2ccccc2)C1=O	-2%	0%	-9%	-22%	1%	-37%[inhibitor]	11%	?	22%

The list goes on:
SMILES	HT1080NT lethal	WRN helicase inh	HT1080 IDH1KD tx	SW480 rereplic	ATXN2 expr inh	MCF10A rerep	KB-3-1 tox	IL-1B inflam inh	KB-V1 MDR tox
Cc1nn(-c2nc3ccccc3s2)c(N)c1-c1ccccc1	3%	0%	1%	2%	115%[activator]	8%	-7%	29	?
CCCC(=O)Nc1ccc(N2CCN(S(C)(=O)=O)CC2)cc1	2%	8%	0%	-29%	9%	2%	1%	7	-12%
Cc1nc2c([N+](=O)[O-])c(C)c(C)cc2[nH]1	-10%	3%	-17%	-1%	7%	0%	4%	38	0%
C/C(O)=C\c1nc2ccccc2oc1=O	-6%	4%	?	?	1%	-3%[9.22 µM]	?	40	2%
Cc1ccc2nc(NC(=O)CSc3nc4c(c(=O)n3C)SC(C)C4)sc2c1 (configuration not stated)	-23%	-10%	-26%	1%	?	-10%	-26%	-56*	-26%
CCN1CCN(CCOc2ccccc2-c2ccccc2)CC1	-13%	10%	-8%	-25%	-15%	?	22%	-15	-7%
CCCCC(O)(c1ccc(OC)cc1)C(CN1CCOCC1)c1ccccc1 (configuration not stated)	?	-12%	?	25%	?	8%	-29%	?	?
Cn1c(=O)c2c(ncn2CC(COCc2ccccc2)OCc2ccccc2)n(C)c1=O (configuration not stated)	-1%	5%	1%	-5%	-9%	11%	-6%	0	-30%
CC(=O)c1cccc(NC(=O)/C(=C\c2cccnc2)NC(=O)c2ccco2)c1	9%	4%	15%	-4%	0%	1%	-11%	16	5%
Cn1nnc2cc(C(=O)Nc3ccc(Cl)cc3)ccc21	7%	1%	-6%	?	·	0%	1%	12	-5%
Cn1c(=O)[nH]c2c(cnn2C)c1=O	1%	3%	14%	0%	4%	0%	0%	10	?
CNC(=S)SCCOc1ccccc1C	4%	-4%	13%	3%	-12%	2%	25%	-13	?
Cc1nnc(SCC(=O)N(Cc2ccccc2)C(C)C)n1-c1ccccc1	5%	4%	11%	-3%	3%	-14%	4%	-9	-26%
Cc1cc(=O)oc2cc(NC(=S)NCc3ccccn3)ccc12	6%	8%	-3%	?	-2%	?	-6%	?	-4%
CCC(C)NS(=O)(=O)c1ccc(OCC(=O)N2CCCC2)cc1 (configuration not stated)	1%	-6%	0%	-4%	-16%	-5%	-2%	2	-8%
CN(Cc1ccccc1F)C(=O)CCNC(=O)c1ccc(C(C)(C)C)cc1	-5%	-7%	2%	1%	-15%	1%	-6%	3	14%
CSc1ccccc1NC(=O)Nc1ccccc1Cl	12%	-3%	-4%	-2%	3%	?	-2%	-11	27%
COc1ccc2[nH]cc(CCNC(=O)Cc3ccc(F)cc3)c2c1	8%	3%	7%	-6%	8%	?	9%	23	-3%
COc1ccc([N+](=O)[O-])cc1NC(=O)c1csc(C)c1	14%	1%	12%	-10%	13%	17%	-8%	33	-3%
Cc1[nH]c2ccccc2c1C(c1ccncc1)N1CCN(c2ccc(F)cc2)CC1 (configuration not stated)	1%	-31%	-3%	5%	5%	?	5%	0	5%
CC1CC(C)CN(C(=O)CCCNC(=O)c2ccc(Cl)cc2)C1 (configuration not stated)	-7%	-3%	-6%	1%	-10%	5%	-11%	-1	?
Nc1ccccc1Nc1cc(-c2ccccc2)nn1-c1ccccc1	-5%	-11%	-12%	-4%	3%	11%	-13%	-9	-4%
Cc1c(O)c(=O)c2ccccc2n1C	1%	4%	1%	4%	3%	-34%[inhibitor]	-4%	2	-3%
c1ccc(OCC2CCNCC2)nc1	8%	0%	15%	4%	-10%	17%	14%	0	20%
Cc1cc(NC(=O)CSc2cn(CCNC(=O)c3ccc(F)cc3)c3ccccc23)no1	-7%	-7%	-15%	-2%	6%	3%	-2%	?	-20%
SMILES	HT1080NT lethal	WRN helicase inh	HT1080 IDH1KD tx	SW480 rereplic	ATXN2 expr inh	MCF10A rerep	KB-3-1 tox	IL-1B inflam inh	KB-V1 MDR tox
COc1ccc(-c2oc3ncn(CCN4CCOCC4)c(=N)c3c2-c2ccc(OC)cc2)cc1	?	2%	?	?	?	13µM*	?	-53*	?
Cc1noc(C)c1COC(=O)c1csc2c1CCCC2	-10%	-10%	-1%	-47%[inhibitor]	-14%	?	-8%	75	-10%
COc1ccc(NC(=O)CNC(=O)c2nn(-c3ccc(OC)c(Cl)c3)c(=O)c3ccccc23)c(OC)c1	-21%	-9%	-14%	-32%[inhibitor]	-6%	1%	-2%	-4	?
CC(=O)Nc1ccc(N2C(=O)CSC2c2cccc([N+](=O)[O-])c2)cc1 (configuration not stated)	-12%	-4%	-7%	-7%	-30%[11.3 µM]	-12%	8%	8	7%
CCCCn1c(N)c(N(CCOC)C(=O)COC(=O)COc2c(C)cccc2C)c(=O)[nH]c1=O	18%	-1%	16%	-84%[inhibitor]	2%	-14%	6%	6	12%
CC(C)CCC1(C)NC(=O)N(CC(=O)c2ccc[nH]2)C1=O (configuration not stated)	0%	-7%	10%	-125%[inhibitor]	2%	-2%	8%	0	2%
CC(C)(C)c1ccc(C(=O)NC(=S)NCc2ccco2)cc1	2%	0%	-13%	7%	45%[activator]	?	-13%	-3	-9%
O=C(C=C=Nc1ccccc1)C(=O)N=C=Cc1ccccc1	6.5µM*	?	3.7µM*	?	?	4.6µM*	-5%	-101*	0%
